# Source: PubChem BioAssay (several laboratories)
# NCOA3 inh: SRC3 coactivator transcriptional activity inhibitors, primary screen, cell-based, luminescence; Nuclear receptor coactivator 3 (Homo sapiens), Q9Y6Q9; HEK293 GAL4-SRC3 luciferase reporter; inhibition, % at 3.6 µM; 0.17% of 360,000 active; AID 588352, 2011;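 active means inhibition above a per-campaign cutoff, the mean of all compounds plus 3 SD, cut at about 60% in these data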;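 further: 0% = DMSO-treated cells and 100% = gossypol-treated cells at 36 µM; higher means less SRC3-driven luciferase light from the GAL4 reporter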
# NOD2-RIPK2 inh: NOD2-RIPK2 binding disruptors in cells, primary screen, fluorescence, CHO cells, BLA complementation. CCF4 ratio. Receptor-interacting serine/threonine-protein kinase 2 (Homo sapiens), O43353. 0.38% of 360,000 active. inhibition, % at 4.98 µM; in the data active means inhibition above about 21%;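 further: 0% = vehicle only and 100% = reference blocker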
# TWEAK-Fn14 inh: inhibitors of TWEAK-Fn14 signaling, primary screen, luciferase reporter cells, uHTS | TWEAK-stimulated Fn14 reporter cells, luciferase luminescence, 8 h | inhibition, % at 10 µM | 2% of 360,000 active | AID 1159606, 2016; in the data active means inhibition above about 50%
# LRH-1 inv ag: LRH-1 (NR5A2) inverse agonists, primary screen, cell-based, luminescence, HEK293T, StAR-luciferase reporter. Nuclear receptor subfamily 5 group A member 2 (Homo sapiens), O00482. LRH-1 transfected, 24 h. inhibition, % at 3.6 µM. 0.13% of 360,000 active. AID 602396, 2012;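 active means inhibition above the mean inhibition of all tested compounds plus 3 SD, cut at about 73% in these data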;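 further: 0% = DMSO wells and 100% = reporter-only cells lacking LRH-1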
# Exocytosis inh: LAMP-1 surface exposure blockers, TALL-104 cells – cell-based, flow cytometry, MLPCN library, primary screen; TALL-104 LAMP-1 surface exposure; cells stimulated with thapsigargin and PMA; inhibition, % at 10 µM; 0.66% of 360,000 active; AID 651702, 2012;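 active means inhibition above about 55%, limit read from the data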
# SRC1 inh: SRC1 coactivator transcriptional activity inhibitors, primary screen, cell-based, luminescence; Nuclear receptor coactivator 1 (Homo sapiens), Q15788; HEK293 GAL4-SRC1 luciferase reporter; inhibition, % at 3.6 µM; 0.12% of 360,000 active;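 active means inhibition above the campaign mean plus 3 SD, with each screening campaign given its own cutoff, cut at about 60% in these data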;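 further: 0% = DMSO treated cells and 100% = gossypol at 36 µM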
# COUP-TFII inh: NR2F2 transcriptional activity inhibitors, primary screen, cell-based, luciferase reporter, HEK293T, luminescence; HEK293T NGFI-A luciferase reporter; inhibition, % at 8.6 µM; 0.7% of 370,000 active; AID 686940, 2013;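 active means inhibition above a per-plate cutoff, mean inhibition of test wells between control levels plus 3 SD, cut at about 38% in these data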;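 further: cells cotransfected with COUP-TFII expression vector driving the NGFI-A reporter; 0% = median of COUP-TF2 test wells and 100% = reporter-only cells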
# TROY signal inh: inhibitors of TROY-driven NF-kB signaling, primary screen, Q293 LMP1-TROYcd cells, NF-kB luciferase, uHTS. Q293 LMP1-TROYcd NF-kB luciferase reporter, 4 h. inhibition, % at 10 µM. 0.98% of 360,000 active. AID 1347056, 2019;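 active means compounds whose plate-normalised and pattern-corrected inhibition of the luciferase reporter signal at the single screening dose is 50% or more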
# ABHD5-PLIN5 inh: ABHD5-PLIN5 interaction inhibitors, primary screen, cell lysate, split luciferase complementation, luminescence | Perilipin-5 (Homo sapiens) + 1-acylglycerol-3-phosphate O-acyltransferase ABHD5 (Homo … | Split G. princeps luciferase complementation, 4 h | inhibition, % at 4 µM | 0.78% of 360,000 active | AID 602281, 2012;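 active means inhibition above the mean inhibition across every tested compound plus 3 SD, cut at about 22% in these data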;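 further: 0% = DMSO only wells and the 100% control is not disclosed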
# NCOA2 inhibitor: inhibition of GAL4-SRC2 driven luciferase reporter, primary screen, SRC2 inhibitor project, cell-based, luminescence; Nuclear receptor coactivator 2 (Homo sapiens), Q15596; HEK293 GAL4-SRC2 luciferase reporter; inhibition, % at 9 µM; 0.17% of 370,000 active;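 active means inhibition above the mean inhibition of all tested compounds plus 3 SD, set per campaign, cut at about 52% in these data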;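 further: 0% = DMSO treated cells and 100% = cells given Gossypol at 36 µM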
# Target sequence (Q15596 whole entry, looked up, the tested form may be a part): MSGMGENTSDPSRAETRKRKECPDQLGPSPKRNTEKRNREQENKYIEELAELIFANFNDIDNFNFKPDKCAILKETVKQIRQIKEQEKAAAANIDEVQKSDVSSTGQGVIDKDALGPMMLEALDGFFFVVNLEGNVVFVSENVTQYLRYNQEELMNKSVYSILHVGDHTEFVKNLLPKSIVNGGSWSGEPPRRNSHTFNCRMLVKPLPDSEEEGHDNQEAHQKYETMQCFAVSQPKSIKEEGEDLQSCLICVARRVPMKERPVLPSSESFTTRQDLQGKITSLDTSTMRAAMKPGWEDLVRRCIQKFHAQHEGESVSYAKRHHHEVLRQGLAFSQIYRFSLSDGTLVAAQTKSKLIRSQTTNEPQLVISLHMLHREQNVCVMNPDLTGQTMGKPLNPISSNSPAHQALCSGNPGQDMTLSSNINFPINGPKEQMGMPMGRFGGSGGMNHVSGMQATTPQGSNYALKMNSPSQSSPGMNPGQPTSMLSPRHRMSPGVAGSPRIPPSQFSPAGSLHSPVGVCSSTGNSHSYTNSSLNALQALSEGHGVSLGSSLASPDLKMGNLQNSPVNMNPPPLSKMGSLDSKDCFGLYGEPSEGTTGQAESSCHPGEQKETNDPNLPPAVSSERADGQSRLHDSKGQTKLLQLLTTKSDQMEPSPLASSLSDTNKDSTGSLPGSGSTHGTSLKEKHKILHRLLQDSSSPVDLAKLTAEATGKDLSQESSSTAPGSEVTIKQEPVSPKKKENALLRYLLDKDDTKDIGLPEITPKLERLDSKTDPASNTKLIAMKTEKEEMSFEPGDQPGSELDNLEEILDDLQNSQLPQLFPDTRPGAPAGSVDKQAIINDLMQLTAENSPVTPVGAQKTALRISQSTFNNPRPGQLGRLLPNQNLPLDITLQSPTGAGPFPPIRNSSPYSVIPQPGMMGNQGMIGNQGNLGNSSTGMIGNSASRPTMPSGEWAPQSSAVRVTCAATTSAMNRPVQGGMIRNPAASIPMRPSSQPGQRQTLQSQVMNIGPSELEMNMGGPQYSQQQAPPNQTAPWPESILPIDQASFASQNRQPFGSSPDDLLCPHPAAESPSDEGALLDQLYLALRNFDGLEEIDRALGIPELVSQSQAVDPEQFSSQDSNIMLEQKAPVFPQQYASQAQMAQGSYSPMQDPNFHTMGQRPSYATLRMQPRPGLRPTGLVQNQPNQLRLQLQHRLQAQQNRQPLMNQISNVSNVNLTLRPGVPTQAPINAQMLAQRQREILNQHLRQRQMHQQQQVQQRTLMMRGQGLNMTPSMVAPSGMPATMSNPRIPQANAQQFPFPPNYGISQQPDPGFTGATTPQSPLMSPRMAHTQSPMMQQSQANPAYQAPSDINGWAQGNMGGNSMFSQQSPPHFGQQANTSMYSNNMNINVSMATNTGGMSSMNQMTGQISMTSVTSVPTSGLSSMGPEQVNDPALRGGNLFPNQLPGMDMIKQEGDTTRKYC
# TLR9-MyD88 block: inhibitors of TLR9-MyD88 association in cells, primary screen, cell-based, CHO, BLA complementation, fluorescence; Toll-like receptor 9 (Homo sapiens) + Myeloid differentiation primary response protein …; AID 504734, 2011; CCF4 FRET ratio; 0.21% of 340,000 active; inhibition, % at 4.98 µM;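 active means inhibition above the mean over all tested compounds plus 3 SD, cut at about 21% in these data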;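 further: 0% = DMSO only wells and 100% = clavulanate BLA inhibitor control wells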
# Active calls of the source: *; nt = not tested or not shown.
# Below each compound: NCOA3 inh	NOD2-RIPK2 inh	TWEAK-Fn14 inh	LRH-1 inv ag	Exocytosis inh	SRC1 inh	COUP-TFII inh	TROY signal inh	ABHD5-PLIN5 inh	NCOA2 inhibitor	TLR9-MyD88 block
> CCC(NC(=O)Nc1nccs1)(C(F)(F)F)C(F)(F)F
 : 1	-3	7	2	-3	6	-5	23	-2	-7	-6
> Cc1cccc(N2CCN(C(=O)c3ccc(Cl)c(S(=O)(=O)NCc4ccco4)c3)CC2)c1C
 : 17	-4	11	6	4	-3	23	21	6	9	0
> C=CCn1c(SCC(N)=O)nnc1-c1cnccn1
 : 15	-2	-6	13	3	17	7	8	11	-15	1
> Cc1cccc(C(=O)NCc2nnc(SCC(=O)N3CCN(c4ccccc4)CC3)n2C)c1
 : -2	5	11	21	2	-7	-15	3	-1	12	-10
> O=C(Nc1cccc(S(=O)(=O)c2cccc(NC(=O)c3ccco3)c2)c1)c1ccco1
 : 31	-7	59*	15	1	-27	70*	42	5	17	-1
> Cc1c(F)cccc1NS(=O)(=O)c1ccc2c(c1)c(C)cc(=O)n2C
 : 1	-2	18	1	3	2	5	11	-2	10	3
> Cc1ccc(OCCC(=O)OCC(=O)NC(=O)NC2CCCCC2)cc1
 : 20	1	6	9	-2	4	-17	-2	-3	-21	12
> COc1ccc(CCN(C)C2CC(=O)N(c3ccccc3)C2=O)cc1OC (stereo unspecified)
 : 23	1	-7	5	-3	-13	2	27	9	-10	1
> CN(C)S(=O)(=O)c1cccc(NC(=O)c2ccc(Sc3nncn3C)c([N+](=O)[O-])c2)c1
 : 5	-2	-10	-4	-6	0	-24	17	1	-34	-1
> O=C(CSc1nnc(CNC(=O)c2ccco2)o1)Nc1cccc(F)c1
 : -13	-11	-23	11	0	-1	-1	-8	5	-16	8
> O=C(NCC(=O)N(c1ccc(F)cc1)C(C(=O)NC1CCCC1)c1cccnc1)c1ccco1 (stereo unspecified)
 : 9	-2	-3	13	-3	5	1	-2	-12	-1	0
> COc1ccc(-c2csc(Nc3ccc(O)cc3)n2)cc1
 : -47	-11	6	-20	68*	-58	-10	-67	6	-2	2
> CN(C)CCN(Cc1ccco1)S(=O)(=O)c1csc(C(N)=O)c1
 : 2	-9	10	3	0	-15	9	-10	-6	-15	-4
> COc1ccccc1NS(=O)(=O)c1ccc(Cl)cc1
 : 6	-4	13	-12	-2	-27	-7	-5	-5	9	1
> COc1cccc(-n2c(C)nnc2SCC#N)c1
 : 11	-2	3	-2	0	-2	17	-6	-1	26	-9
> O=C(CN(Cc1ccccc1F)S(=O)(=O)c1ccc(Cl)cc1)NCCC1=CCCCC1
 : 5	9	33	14	-2	-4	-7	3	2	-1	1
> C/C(=N/NC(=O)c1nnn(-c2nonc2N)c1COc1ccccc1)c1ccccc1Cl
 : -7	-7	18	4	11	4	16	-9	1	-20	-12
> COc1ccc([N+](=O)[O-])c(C=CC(=O)c2ccccn2)c1
 : -35	-10	19	-32	-1	-30	-6	-2	53*	-33	-8
> COC(=O)c1c(-c2ccc(OC)cc2)oc2ccc(-c3ccc(OC)nc3)cc12
 : -16	0	-17	-3	32	-2	-1	-3	-11	-20	5
> COCCn1c(Cc2cccn2C)nnc1SCC(=O)Nc1nccs1
 : 16	-8	26	8	0	15	17	-3	-1	-12	4
> COc1cc(OC)cc(OC(=O)C2CCN(C(=O)c3ccc(F)cc3)CC2)c1
 : 25	-2	-1	6	-4	1	-2	-2	2	-14	2
> COc1ccc2cc(-c3ccccc3)ncc2c1
 : -129	-7	42	-134	7	-125	-65	-27	3	-62	-2
> COc1ccc(-c2c(S(=O)(=O)c3ccccc3)cnn2-c2ccccc2)cc1
 : 17	-3	12	5	7	12	16	-19	0	-4	0
> c1cc2nc(C34CC5CC(CC(C5)C3)C4)[nH]c2cn1
 : 5	-7	-10	17	0	5	21	18	0	7	-1
> CNc1ccccc1C(=O)OCC(=O)N1CCN(c2ccc(OC)cc2)CC1
 : 3	-6	5	-20	-1	-3	3	-35	0	9	-4
> CCC1NC(=O)c2cccnc2-n2c1nc1cc(F)ccc1c2=O (stereo unspecified)
 : -15	2	15	21	1	3	-12	-8	-4	1	-3
> CCc1ccc(N(CC(=O)NCc2ccco2)C(=O)CCC(=O)Nc2nccs2)cc1
 : -1	-6	9	-5	38	3	-6	0	-4	2	3
> CCOC(=O)c1ccc(NC(=O)C(C)NS(=O)(=O)c2ccc(OC)cc2)cc1 (stereo unspecified)
 : 10	-7	4	5	-3	2	-2	-9	5	-12	-4
> COCCNC(=O)C(c1ccc(C)cc1)N(C(=O)CCC(=O)Nc1ccccn1)c1ccc(C)cc1 (stereo unspecified)
 : -6	-16	20	-1	5	13	-4	-4	5	-4	-13
> Cc1nc2sccc2c(=O)n1-c1cccc(Cl)c1
 : -8	0	0	-1	0	-2	16	0	-2	-5	0
> CN(CC(=O)Nc1ccc2c(c1)OCO2)CC(=O)Nc1ccc(F)c(F)c1F
 : -4	7	-16	6	-3	5	-19	-5	-5	-25	-1
> N#Cc1ccc(-c2nc3ccccc3nc2-c2ccccc2)cc1C#N
 : 2	-2	-26	-6	-1	-3	13	-1	4	0	-8
> COc1ccc(NC2CCCN(C(=O)CCc3scnc3C)C2)cc1 (stereo unspecified)
 : 13	-4	-2	11	0	-3	1	4	-4	-16	-1
> Cc1ccc(S(=O)(=O)C2CS(=O)(=O)CC2O)cc1 (stereo unspecified)
 : 8	-3	9	9	2	-37	-1	-14	3	-8	1
> CC(=O)Nc1ccc(C(=O)COC(=O)CCc2ccccc2)c(F)c1
 : -15	3	-7	-41	-2	-6	17	13	6	7	0
> Cc1ccsc1C(=O)N1CCC1(C)C(=O)NCc1cccnc1 (stereo unspecified)
 : 4	-10	5	14	6	1	-8	9	0	-12	nt
> Cc1nn(-c2ccc(F)cc2)c(Cl)c1/C=C/C(=O)OCC(=O)Nc1c(F)c(F)c(F)c(F)c1F
 : 19	-5	-17	-6	3	-1	7	-2	-5	-17	7
> Cc1ccc(-c2nc3cccnc3s2)cc1NS(=O)(=O)c1ccc2c(c1)CCCC2
 : -24	5	28	-24	-1	-5	-2	-25	-15	-26	0
> O=C(CCNC(=O)c1ccccc1Cl)Nc1ccc(S(=O)(=O)N2CCOCC2)cc1
 : 2	8	5	-26	0	-11	-19	-9	4	-50	-13
> Cc1cccc(OCc2nc(-c3ccccn3)n[nH]2)c1
 : 3	3	-6	-17	3	-5	-15	61*	-2	-19	-4
> O=C(N/N=C\c1ccc(COc2ccc([N+](=O)[O-])cc2)o1)c1cccc(Cl)c1
 : -16	0	16	-14	-2	-66	-8	27	-1	-14	0
> C/C(N)=C(/C#N)C(=O)COC(=O)C(c1ccccc1)c1ccccc1
 : 0	8	-8	-9	-2	-9	11	0	0	-8	3
> O=C(O)c1ccc(Nc2ncnc3scc(-c4ccccc4)c23)cc1
 : 4	4	55*	-1	-1	-12	16	18	-3	1	12
> NCc1nc(-c2ccc(Cl)cc2)no1
 : -18	-6	6	-16	0	-26	-5	10	1	6	4
> CCc1ccc(C(=O)NN=C2CCCCCC2)s1
 : -4	-2	-11	-18	-2	-18	-28	-50	-3	-38	-11

# Ordered by length of the SMILES (lowest first): 5 of the compounds above.
# Below each compound: NCOA3 inh	NOD2-RIPK2 inh	TWEAK-Fn14 inh	LRH-1 inv ag	Exocytosis inh	SRC1 inh	COUP-TFII inh	TROY signal inh	ABHD5-PLIN5 inh	NCOA2 inhibitor	TLR9-MyD88 block
> Cc1cccc(OCc2nc(-c3ccccn3)n[nH]2)c1
 : 3	3	-6	-17	3	-5	-15	61*	-2	-19	-4
> COc1ccc(NC2CCCN(C(=O)CCc3scnc3C)C2)cc1 (stereo unspecified)
 : 13	-4	-2	11	0	-3	1	4	-4	-16	-1
> Cc1ccc(-c2nc3cccnc3s2)cc1NS(=O)(=O)c1ccc2c(c1)CCCC2
 : -24	5	28	-24	-1	-5	-2	-25	-15	-26	0
> O=C(N/N=C\c1ccc(COc2ccc([N+](=O)[O-])cc2)o1)c1cccc(Cl)c1
 : -16	0	16	-14	-2	-66	-8	27	-1	-14	0
> Cc1nn(-c2ccc(F)cc2)c(Cl)c1/C=C/C(=O)OCC(=O)Nc1c(F)c(F)c(F)c(F)c1F
 : 19	-5	-17	-6	3	-1	7	-2	-5	-17	7

# Whole records as entered above.
# Entry for C/C(N)=C(/C#N)C(=O)COC(=O)C(c1ccccc1)c1ccccc1 → NCOA3 inh = 0; NOD2-RIPK2 inh = 8; TWEAK-Fn14 inh = -8; LRH-1 inv ag = -9; Exocytosis inh = -2; SRC1 inh = -9; COUP-TFII inh = 11; TROY signal inh = 0; ABHD5-PLIN5 inh = 0; NCOA2 inhibitor = -8; TLR9-MyD88 block = 3
# Entry for N#Cc1ccc(-c2nc3ccccc3nc2-c2ccccc2)cc1C#N → NCOA3 inh = 2; NOD2-RIPK2 inh = -2; TWEAK-Fn14 inh = -26; LRH-1 inv ag = -6; Exocytosis inh = -1; SRC1 inh = -3; COUP-TFII inh = 13; TROY signal inh = -1; ABHD5-PLIN5 inh = 4; NCOA2 inhibitor = 0; TLR9-MyD88 block = -8

# The list goes on:
# Below each compound: NCOA3 inh	NOD2-RIPK2 inh	TWEAK-Fn14 inh	LRH-1 inv ag	Exocytosis inh	SRC1 inh	COUP-TFII inh	TROY signal inh	ABHD5-PLIN5 inh	NCOA2 inhibitor	TLR9-MyD88 block
> O=C(COc1ccc(S(=O)(=O)Nc2ccccc2)cc1)NCc1cccnc1
 : 28	-1	11	4	0	13	-1	-5	4	-11	-13
> O=C(CNCC1CCCO1)NCc1ccco1 (stereo unspecified)
 : 11	3	10	-19	4	4	15	7	-4	-15	-2
> COC(=O)[C@]12CCCCC=C1N(Cc1ccccc1)C(=O)[C@H](CC(=O)N1CCOCC1)C2
 : nt	-8	-4	1	-3	nt	16	-6	-6	-45	nt
> Cc1cccc(C)c1NC(=O)c1csc([C@@H]2O[C@H](CO)[C@H](O)[C@H](O)[C@H]2O)n1
 : 3	-4	14	9	3	-1	-18	0	-3	-12	nt
> O=C(Oc1cccc(N2C(=O)CCC2=O)c1)c1ccccc1
 : 8	-7	5	0	-1	1	4	11	4	-4	-7
> CCOC(=O)c1ccc(NC(=O)CSc2nnnn2C2CCCCC2)cc1
 : 8	7	-10	6	-3	-2	-6	11	6	-2	-1

# Only part of the results is shown, so the mix of outcomes need not match the whole.
